AID2073 = disruptors of CaV2.2 binding to Mint1 – biochemical, HTRF (AID 2073) | HTRF protein-protein interaction, Mint1-CaV2.2; higher % means a stronger effect | one-dose inhibition, % at 20 µM; IC50 in µM for titrated hits | actives 0.19% (n = 290,000); in the data active = inhibition mostly above about 51%, no sharp cut-off; inconclusive = no clear call, values can overlap the other calls; inactive = mostly below about 53%; also: some results filed as inactive read as strong as hits
KOR beta-arrestin-1 = KOR agonists, beta-arrestin recruitment, primary screen, cell-based, luminescence, uHTS (AID 1777); KOR beta-arrestin recruitment, luminescence; higher % means a stronger effect; activation, % at 10 µM, or EC50 in µM where a hit was titrated; actives 0.02% (n = 280,000); in the data active = activation above about 50%, passing the limit was not always enough; also: a part of the inactive calls stands beside numbers as strong as those of hits
Yfh1-off respiration = enhancers of respiration in Yfh1-depleted yeast, dose response, Friedreich's ataxia, plus single-dose screen (AID 1465); S. cerevisiae Yfh1-off respiration, WST-1 reduction, 72 h; higher fold induction means a stronger effect; one-dose fold induction at 50 µM; EC50 in µM for titrated hits; actives 0.074% (n = 220,000);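 active = fold induction of absorbance versus untreated yeast above a set limit, then at least 30% activation at any dose in follow-up; inconclusive = repeats straddling the limit, or above it without dose testing; inactive = fold induction below the set limit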;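 also: activators that raise dye reduction in frataxin-depleted yeast; strong numbers were not always called active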
West Nile antiviral = inhibition of WNV-induced cytopathic effect – cell-based, CPE readout (AID 1621) | West Nile virus-infected cells, CPE inhibition; higher % means a stronger effect | one-dose CPE inhibition, % at 10 µM; IC50 in µM for titrated hits | actives 0.02% (n = 290,000); in the data active = a potency from the dose series; inconclusive = CPE inhibition mostly from about 3.7% at the one dose, without a potency; inactive = the rest, 99 in 100 with CPE inhibition below about 2.2%; also: strong numbers were not always called active
NOD1 inhibition = NOD1 signaling inhibitors, primary screen, cell-based, luminescence, uHTS (AID 1578). NOD1-driven NF-kB luciferase reporter cells, luminescence; higher % means a stronger effect. one-dose inhibition, % at 4 µM; EC50 in µM for titrated hits. actives 1% (n = 290,000); in the data active = inhibition mostly above about 36%, no sharp cut-off; inactive = mostly below about 34%;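 also: HEK-293T reporter cells stimulated with the NOD1 agonist gamma-tri-DAP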
KOR beta-arrestin-2 = KOR antagonists, beta-arrestin recruitment, cell-based, luminescence, uHTS (AID 1778) | KOR beta-arrestin recruitment, luminescence, antagonist mode; higher % means a stronger effect | one-dose inhibition, % at 10 µM; IC50 in µM for titrated hits | actives 0.091% (n = 290,000); also: strong numbers were not always called active
HIV peptide binding = inhibitors of HIV fusion peptide binding, primary screen, biochemical, uHTS, fluorescence dequenching (AID 1986); one-dose inhibition, % at 20 µM; IC50 in µM for titrated hits; actives 0.3% (n = 290,000); cell-free peptide binding, fluorescence dequenching, 30 min; higher % means a stronger effect; in the data active = inhibition mostly above about 52%, no sharp cut-off; inactive = mostly below about 76%; also: some results filed as inactive read as strong as hits
NS5 inhibitors = Dengue-2 NS5 methyltransferase inhibitors, primary screen, biochemical, confirmation dose response (AID 588689); inhibition, % at 25 µM, or IC50 in µM where a hit was titrated; Dengue-2 NS5 methyltransferase capping enzyme assay, biochemical; higher % means a stronger effect; actives 0.3% (n = 340,000); in the data active = a potency from the dose series; inconclusive = inhibition above about 29% without an active follow-up result
HEK293 NOD2/NF-kB = NOD2 signaling inhibitors, cell-based, luminescence, uHTS, HEK293 (AID 1566) | one-dose inhibition, % at 4 µM; EC50 in µM for titrated hits | actives 0.63% (n = 290,000) | HEK293 NOD2/NF-kB luciferase reporter, luminescence; higher % means a stronger effect; also: many of its hits are not listed in these tables
NS5 inhibitors pilot replicate = recorded beside NS5 inhibitors, whose call it bears; inhibition, %; measured here: pilot screen replicate inhibition
Numbers without * were called inactive; i = inactive; ? = inconclusive; nt = no result given; [ ] = remark or other dose. Rule as the data show it, unless noted: active = inhibition above about 50%; inactive = the rest. Not all compounds are listed, so the mix of outcomes need not match the whole.

SMILES | AID2073 | KOR beta-arrestin-1 | Yfh1-off respiration | West Nile antiviral | NOD1 inhibition | KOR beta-arrestin-2 | HIV peptide binding | NS5 inhibitors | HEK293 NOD2/NF-kB | others
O=C(CSc1nnc(-c2ccco2)n1-c1ccccc1)NCc1ccc2c(c1)OCO2 | 8% | 1.0% | i | -0.7% | -24% | -6% | 2.3% | -4% | 3%
O=C1CSC(c2ccccc2O)N1Cc1ccccc1 (configuration not stated) | 11% | 1.5% | nt | -0.9% | -7% | -19% | 1.2% | 6% | 12%
CCOC(=O)N1CCN(C(=O)COc2ccc(S(=O)(=O)NCc3ccccc3)cc2)CC1 | -10% | 3.6% | i | -1.2% | -17% | -19% | 2.4% | -8% | 11% | NS5 inhibitors pilot replicate=-7.0
N#CCCN(C(=O)Nc1ccc(Cl)cc1)c1ccccc1 | -6% | 13% | i | 0.1% | -13% | -26% | -0.5% | 3% | -11%
CCOc1ccccc1C=Nc1ccccc1C(=O)Nc1ccccc1 | 12% | -2.0% | i | 1.2% | -13% | 25% | -1.6% | 1% | 6%
CCOC(=O)c1sc(=NC(=O)c2ccc(OC)c(OC)c2)n(C)c1C | 26% | 7.4% | i | 0.6% | -36% | -24% | -1.3% | -4% | -7%
COc1ccc(C(=O)N2CCCC(C(=O)c3ccccc3OC)C2)cc1OC (configuration not stated) | -6% | -2.4% | nt | -1.2% | -9% | 14% | -1.0% | -7% | 17%
CCOc1ccc2c(c1)n(CO)c(=S)n2CO | -8% | -2.6% | i | -0.9% | 3% | 29% | -1.1% | -35% | -12%
N=C(CC1CC(=O)NC(=O)C1)C1=C(O)CCCC1=O | -3% | -2.5% | i | 0.2% | -4% | -1% | 0.5% | -1% | 2%
Cc1ccc(SCC(=O)Nc2ccc(-c3nc4ccccc4[nH]3)cc2)cc1 | 34% | 8.6% | i | -0.9% | -12% | -128% | -0.2% | -3% | -6%
Cc1ccc(NC(=O)c2ccccc2)cc1-n1cnnn1 | 21% | nt | i | -1.2% | -19% | -3%[20 µM] | -0.5% | -2% | 8%
O=C(NC1(C(F)(F)F)C(=O)Nc2c1c(=O)[nH]c(=O)n2Cc1ccccc1)c1ccc(Cl)cc1 (configuration not stated) | 18% | 4.7% | i | -0.1% | -1% | 17% | 7.4% | -17% | 21%
COc1cc2c(cc1OC)CN(Cc1ccc(C)cc1)CC2 | 1% | -2.0% | nt | -1.3% | -26% | -38%[20 µM] | -0.3% | -4% | -3%
CCn1c(O)c(C=C2N=c3ccccc3=N2)sc1=S | 54% | -0.8% | i | 0.0% | -2% | 5% | 2.4% | 0% | 15%
COC(=O)c1ccccc1NC(=S)N(Cc1ccc2c(c1)OCO2)Cc1cc2ccc(C)cc2[nH]c1=O | 24% | 5.4% | i | -0.5% | -8% | -8% | 1.0% | -4% | 2%
Cc1ccccc1CN1CCNC1=O | 0% | -4.4% | i | -0.1% | -23% | -23% | 0.7% | -1% | 2%
COc1ccccc1N1CC(O)=C(c2nc3ccccc3c(=O)[nH]2)C1=N | 14% | 0.9% | i | 0.3% | -22% | -14% | 5.7% | -2% | 6%
CCn1c(=N)c(C(=O)NCc2cccnc2)cc2c(=O)n3cccc(C)c3nc21 | 14% | -2.5% | nt | nt | -25% | 28% | 0.8% | nt | -6%
N/C(=N\OC(=O)c1cc(Br)ccc1Cl)c1ccccn1 | 29% | 4.5% | i | -0.5% | -20% | 1% | 1.2% | 4% | -227%
O=C(O)CNS(=O)(=O)c1ccc2[nH]c(=O)c(=O)[nH]c2c1 | 8% | -1.4% | i | 0.2% | -35% | 20% | 0.1% | 2% | 10%
CCc1ccccc1NC(=O)c1ccc(NCCc2ccccc2)c([N+](=O)[O-])c1 | 0% | -1.6% | i | -2.1% | -38% | 24% | 0.5% | -1% | 4%
CCOc1cc(/C=C(\C#N)C(=O)Nc2cccc(C(=O)O)c2)cc(Br)c1OC(=O)c1ccc(OC)cc1 | 40% | 2.4% | nt | 0.0% | 34% | -82% | 50% | -37% | -6%
Cn1c(SCC(=O)N2CCN(c3ccccc3)CC2)nnc1-c1ccccc1 | 2% | -4.2% | i | -0.3% | 14% | -9% | -0.3% | 10% | 29%
Cc1ccc(NC(=O)c2cc(C)no2)cc1 | -4% | -4.8% | nt | 0.1% | -12% | -18% | -2.9% | -1% | -7%
O=C(Nc1ccccc1)/C(=C/c1cccnc1)NC(=O)c1ccco1 | 4% | -2.3% | i | -0.4% | -22% | 5% | -1.1% | -10% | 6%
O=C(Nc1cccc2ccccc12)c1ccc(Cn2cc(Cl)cn2)cc1 | 10% | -2.8% | i | 0.0% | -44% | 23% | 4.6% | 1% | -4%
Cc1nc(SCC(=O)O)n[nH]1 | -4% | -0.3% | i | -0.1% | -10% | 18% | 0.1% | -1% | 7%
CCCC(=O)c1c(NC(C)C)cc(C)oc1=O | 13% | 0.8% | i | -0.8% | -9% | -52% | -1.8% | -5% | -10%
Cc1ccc(NC(=O)N2CCC(=O)N2)cc1 | 4% | -0.7% | i | 0.4% | -18% | -15% | -0.4% | -1% | -1% | NS5 inhibitors pilot replicate=-1.2
CC(Nc1ncnc2nc[nH]c12)c1ccccc1 (configuration not stated) | 6% | -4.2% | i | 0.2% | 6% | 12% | -0.9% | -2% | 14%
Cc1ccc(S(=O)(=O)N2CC(O)C[C@H]2C(=O)OCC(=O)c2ccccc2)cc1 (some centres not stated) | -8% | 4.1% | i | 0.4% | -2% | -7% | 0.7% | -3% | 8%
CCOC(=O)c1ccc(N2CC(O)=C(c3nc4ccccc4c(=O)[nH]3)C2=N)cc1 | 22% | -0.8% | i | -0.3% | -8% | 14% | 7.2% | -2% | 7%
COc1ccc(C(=O)Oc2cc(OC)cc(OC)c2C(C)=O)cc1 | -4% | 4.5% | i | 0.4% | -7% | -34% | -0.3% | 4% | 15%
Nc1nonc1-n1nnc(C(=O)N/N=C/c2cccc(F)c2)c1-c1ccccc1 | -2% | -2.4% | nt | 0.2% | -30% | -3% | 2.2% | -16% | 3%
Cc1cccc(OC2CCN(Cc3c(C(=O)N4CCCC4)nc4ccccn34)CC2)c1 | -6% | nt | i | -0.4% | -26% | -12%[20 µM] | -0.2% | -1% | -18%
CCN1CCSc2ccc(C(=O)NCc3ccccc3C)cc21 | 37% | -2.0% | nt | -0.1% | -21% | -19%[20 µM] | -2.6% | -1% | -31%
CCC1(c2ccccc2)NC(=O)N(CC(=O)N(C)Cc2c(F)cccc2Cl)C1=O (configuration not stated) | 3% | 8.9% | nt | -0.5% | 10% | -53% | 0.0% | -3% | 2%
O=C(COc1c(Br)cc(Br)c2cccnc12)N1CCc2ccccc2C1 | 15% | 0.6% | i | -0.2% | 25% | 2% | -1.6% | -3% | 17%
CC(C)(C)NC(=O)CN(C(=O)CSc1nnc(COc2ccccc2)o1)c1cccc(F)c1 | -4% | -0.2% | i | -0.9% | -7% | -13% | -2.4% | 1% | 6%
Cc1nonc1C1CCCN1C(=O)c1cc(COc2ccc(F)cc2Cl)on1 (configuration not stated) | 0% | nt | i | -0.9% | -53% | -21%[20 µM] | 0.8% | -4% | -21%
CCOC(=O)c1c(COc2ccccc2)oc2ccc(O)cc12 | 9% | 2.8% | i | 0.7% | 0% | 4% | 0.8% | nt | 3%
Cc1ccc(F)cc1NC(=O)Cc1ncc(C(F)(F)F)cc1Cl | 0% | -5.4% | i | -0.4% | -8% | -28% | -1.9% | -4% | 1%
CN1CCN(c2nc3c(c(=O)n(C)c(=O)n3C)n2Cc2ccc(F)cc2)CC1 | -3% | -3.2% | nt | -0.9% | -6% | 8% | -1.1% | 5% | 4%
CC(NS(C)(=O)=O)C(c1cccs1)N1CCN(c2ccccc2)CC1 (configuration not stated) | 7% | 9.5% | i | ? | -31% | -6% | 1.8% | -1% | 4%
Cc1ccc2[nH]c(=O)c(CN(CCc3ccccc3)Cc3nnnn3CC3CCCO3)cc2c1 (configuration not stated) | 0% | -4.4% | i | -0.2% | -19% | -19% | 1.0% | -4% | 15%
Cc1cc(NC(=O)COc2ccc(C)c(C)c2)no1 | 10% | -5.4% | nt | -0.2% | 0% | 2% | -0.3% | -4% | -27%
FC(F)(F)c1cnc(C(c2ccccn2)c2ncn[nH]2)c(Cl)c1 (configuration not stated) | ? | -7.4% | i | -1.1% | -6% | 9% | 3.3% | 0% | 1%
Cc1ccc(C(=O)NNS(=O)(=O)c2ccc(F)cc2)cc1 | 15% | 1.2% | nt | 0.6% | -11% | -28%[20 µM] | -0.2% | -3% | -11%
O=C1OCC2=C1C(c1ccc(F)cc1)CC(=O)N2c1ccc(F)cc1 (configuration not stated) | -5% | 2.4% | i | 0.3% | -52% | -28% | -0.9% | -5% | 1%
O=C(c1ccccc1NS(=O)(=O)c1cccc2cccnc12)N1CCOCC1 | 11% | -1.9% | i | -0.3% | -19% | 7% | 1.5% | -1% | -15%
CCC(/C=N/NC(=O)C(=O)N/N=C/C(CC)CC)CC | 3% | 2.4% | i | 0.0% | 0% | 26% | 1.1% | -7% | 11%
CN(CCC#N)C(=S)Nc1ccc(Oc2ccccc2)cc1 | -24% | -1.5% | i | -0.8% | -18% | 8% | 0.5% | -5% | -1%
O=S(=O)(NCC(c1cccnc1)N1CCN(Cc2ccccc2)CC1)c1cc(F)ccc1F (configuration not stated) | -1% | 5.2% | nt | -0.6% | -16% | -4% | 2.2% | -4% | 9%

Ordered by formula weight (smallest number first): some entries from above
SMILES | AID2073 | KOR beta-arrestin-1 | Yfh1-off respiration | West Nile antiviral | NOD1 inhibition | KOR beta-arrestin-2 | HIV peptide binding | NS5 inhibitors | HEK293 NOD2/NF-kB | others
Cc1cc(NC(=O)COc2ccc(C)c(C)c2)no1 | 10% | -5.4% | nt | -0.2% | 0% | 2% | -0.3% | -4% | -27%
CN(CCC#N)C(=S)Nc1ccc(Oc2ccccc2)cc1 | -24% | -1.5% | i | -0.8% | -18% | 8% | 0.5% | -5% | -1%
CCOC(=O)c1c(COc2ccccc2)oc2ccc(O)cc12 | 9% | 2.8% | i | 0.7% | 0% | 4% | 0.8% | nt | 3%
FC(F)(F)c1cnc(C(c2ccccn2)c2ncn[nH]2)c(Cl)c1 (configuration not stated) | ? | -7.4% | i | -1.1% | -6% | 9% | 3.3% | 0% | 1%
Cc1ccc(F)cc1NC(=O)Cc1ncc(C(F)(F)F)cc1Cl | 0% | -5.4% | i | -0.4% | -8% | -28% | -1.9% | -4% | 1%
CN1CCN(c2nc3c(c(=O)n(C)c(=O)n3C)n2Cc2ccc(F)cc2)CC1 | -3% | -3.2% | nt | -0.9% | -6% | 8% | -1.1% | 5% | 4%
O=C(c1ccccc1NS(=O)(=O)c1cccc2cccnc12)N1CCOCC1 | 11% | -1.9% | i | -0.3% | -19% | 7% | 1.5% | -1% | -15%
